Source: PubChem BioAssay
KRASV12 cytotoxicity – viability loss of HPDE-C7K cells – cell-based, fluorescence, HTS, primary screen (AID 431); 1.7% of 63,000 active; one-dose cytotoxicity, % at 10 µM; EC50 in µM for titrated hits; HPDE-C7K KRASV12 cells, Alamar Blue viability, 48 h; higher % means a stronger effect;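 active = compounds whose percent cytotoxicity in the single-dose primary screen, scaled between solvent and toxic-drug controls, exceeds 50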;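 note: 0% = DMSO solvent wells and 100% = doxorubicin-treated wells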
TNAP inhibition – inhibition of tissue-nonspecific alkaline phosphatase – biochemical, luminescent (AID 518) | purified TNAP enzyme, luminescent substrate readout; higher % means a stronger effect | inhibition, % at 20 µM, or IC50 in µM where a hit was titrated | 0.09% of 64,000 active; in the data active = a potency from the dose series; inactive = the rest, 99 in 100 with inhibition below about 22%;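 note: plate controls were vehicle for no effect and reference inhibitor for full effect; many of its hits are not listed in these tables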
LYP phosphatase – LYP phosphatase inhibitors, primary screen, biochemical, DiFMUP fluorescence, recombinant catalytic domain, 10 µM (AID 606) | recombinant LYP catalytic domain, DiFMUP fluorescence; higher % means a stronger effect | one-dose inhibition, % at 10 µM; IC50 in µM for titrated hits | 52,000 tested, under 10 active;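 active = IC50 under 40 µM in the dose-response test; inactive = IC50 of 40 µM or more, or never dose-tested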
MK inhibit – S. pneumoniae mevalonate kinase inhibition. inhibition, % at 10 µM. purified MK, PK/LDH-coupled NADH absorbance 340 nm. AID 555. 0.48% of 65,000 active;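 active = ranked among the strongest by inhibition in the single 10 µM screen, a fixed top-ranked set picked for dose follow-up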; note: no value below 0 was filed
Spn PMK inh – S. pneumoniae PMK inhibition | AID 539 | inhibition, % at 10 µM | purified PMK, PK/LDH-coupled NADH absorbance 340 nm | 0.49% of 65,000 active;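 active = top-ranked compounds by inhibition in the single 10 µM screen, taking a fixed number of the strongest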;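 note: 0% = full reaction with DMSO carrier and 100% = background rate without enzyme reaction; no value below 0 was filed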
DPM-DC inhibit – inhibitors of Streptococcus pneumoniae diphosphomevalonate decarboxylase; purified DPM-DC, PK/LDH coupled NADH fluorescence; calls only at 10 µM; 0.49% of 65,000 active; AID 556;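 active = the 320 compounds with the highest percent inhibition in the single-dose primary screen, excluding strongly autofluorescent ones, cut at about 32% in these data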;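 note: kinetic rate of NADH fluorescence loss reporting ADP formed by the decarboxylase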
Bfl-1 displacement – displacement of Bid BH3 peptide from Bfl-1 – biochemical, fluorescence polarization, FITC-Bid, mouse, primary screen (AID 432); 0.02% of 64,000 active; one-dose displacement, % at 20 µM; IC50 in µM for titrated hits; FITC-Bid BH3 peptide fluorescence polarization displacement; higher % means a stronger effect; in the data active = a potency from the dose series; inactive = the rest, 99 in 100 with displacement below about 15%; note: strong numbers were not always called active
HPDE-C7 viability – cytotoxicity in HPDE-C7 cells, cell-based, fluorescence, HTS (AID 430) | HPDE-C7 pancreatic duct cells viability, fluorescence; higher % means a stronger effect | 1.8% of 63,000 active | cytotoxicity, % at 10 µM; hits with a dose series show EC50 in µM;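 note: cells exposed to compound for 48 hours before viability readout; 0% = vehicle and 100% = reference cytotoxic drug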
HT1080 cytotoxicity – HT1080 cell viability loss – fluorescence readout (AID 620) | HT1080 viability, fluorescence; higher % means a stronger effect | one-dose cytotoxicity, % at 10 µM; EC50 in µM for titrated hits | 0.42% of 87,000 active;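 note: cells exposed to compound overnight then 4 h with Alamar Blue; 0% = vehicle DMSO and 100% = killing control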
Spn PMK inh pilot replicates – recorded beside Spn PMK inh, whose call it bears; inhibition, %; measured here: pilot screen replicates
MK inhibit pilot replicates – recorded beside MK inhibit, whose call it bears; inhibition, %; measured here: pilot screen replicates
DPM-DC inhibit pilot screen % – also measured in DPM-DC inhibit; calls as there; inhibition, %; measured here: pilot screen trials
Starred values were filed as active, the others as inactive; i = inactive; x = no result given; + = active, no number. Cut-off read from the data, not from the text of the source, unless noted: active = cytotoxicity above about 50%; inactive = the rest.

SMILES | KRASV12 cytotoxicity | TNAP inhibition | LYP phosphatase | MK inhibit | Spn PMK inh | DPM-DC inhibit | Bfl-1 displacement | HPDE-C7 viability | HT1080 cytotoxicity | others
CCOC(=O)C1=C(C)NC2=C(C(=O)CCC2)C1c1ccc(N(C)C)cc1 (stereo not given) | 9% | 9% | x | 6 | 1 | i | 2% | 1% | 2%
COc1ccccc1N1CCN(S(=O)(=O)c2cccc(F)c2)CC1 | -2% | 11% | 1% | 4 | 5 | i | -3% | -1% | -7%
CCOCc1nnc(NC(=O)CSc2ccccc2)s1 | x | 4% | 4% | 8 | 4 | i | 5% | x | 0%
CCOC(=O)N1CCN(C(=O)c2ccc3c(=O)n(CCC4=CCCCC4)c(=O)[nH]c3c2)CC1 | -8% | 10% | 14% | 3 | 1 | i | -6% | -18% | 1%
O=c1cc(-c2ccccc2)nc2nc(-c3ccco3)[nH]n12 | -11% | 10% | 2% | 0 | 1 | i | -3% | -4% | 3%
COc1ccc(N2CCN(Cc3nc4c(c(=O)n(C)c(=O)n4C)n3Cc3cccc(C)c3)CC2)cc1 | 2% | 5% | 8% | 3 | 2 | i | 7% | 6% | -1%
COc1ccc(CCn2c(=N)c(C(=O)NCc3ccco3)cc3c(=O)n4ccccc4nc32)cc1OC | 7% | 16% | x | 3 | 6 | i | 1% | 7% | -11%
COc1ccc(NC(=O)c2oc3ccccc3c2NC(=O)c2ccc3c(c2)OCO3)cc1 | 2% | 16% | 0% | 0 | 1 | i | 0% | 2% | 0%
CC(C)N(C(=O)CSc1nc2c([nH]1)c(=O)n(C)c(=O)n2C)c1ccccc1 | 0% | 11% | 5% | 5 | 0 | i | 1% | 7% | -1%
CCCN(CC(=O)c1cc(C)n(C)c1C)S(=O)(=O)c1cccc(C(F)(F)F)c1 | -12% | 5% | x | 6 | 8 | + | 7% | -5% | -6%
Cc1cc(C)n(-c2nncn2NC(=O)c2ccc(Cl)cc2O)n1 | -4% | 0% | 14% | 5 | 12 | i | -5% | 1% | 4%
CS(=O)(=O)N1CCC(C(=O)NCCN2CCN(Cc3ccccc3)CC2)CC1 | 9% | 8% | -2% | 0 | 10 | i | -7% | 6% | 10%

Not a retest: an excerpt of the list.
SMILES | KRASV12 cytotoxicity | TNAP inhibition | LYP phosphatase | MK inhibit | Spn PMK inh | DPM-DC inhibit | Bfl-1 displacement | HPDE-C7 viability | HT1080 cytotoxicity | others
CCOC(=O)C1=C(C)NC2=C(C(=O)CCC2)C1c1ccc(N(C)C)cc1 (stereo not given) | 9% | 9% | x | 6 | 1 | i | 2% | 1% | 2%
COc1ccccc1N1CCN(S(=O)(=O)c2cccc(F)c2)CC1 | -2% | 11% | 1% | 4 | 5 | i | -3% | -1% | -7%
CCOCc1nnc(NC(=O)CSc2ccccc2)s1 | x | 4% | 4% | 8 | 4 | i | 5% | x | 0%
CCOC(=O)N1CCN(C(=O)c2ccc3c(=O)n(CCC4=CCCCC4)c(=O)[nH]c3c2)CC1 | -8% | 10% | 14% | 3 | 1 | i | -6% | -18% | 1%

The listing continues:
SMILES | KRASV12 cytotoxicity | TNAP inhibition | LYP phosphatase | MK inhibit | Spn PMK inh | DPM-DC inhibit | Bfl-1 displacement | HPDE-C7 viability | HT1080 cytotoxicity | others
COc1ccc(CC(=O)Nc2ccc3c(c2)CCC3)cc1S(=O)(=O)N1CCOCC1 | -3% | -1% | 8% | 0 | 22 | i | 1% | 1% | 0%
Nc1nonc1C(=O)OCC(=O)N1CCCCC1 | -3% | 16% | -3% | 12 | 5 | i | -4% | -3% | 3%
Clc1ccc(Br)cc1-c1nc(-c2ccncc2)no1 | 3% | 9% | 5% | 15 | 6 | i | 4% | -2% | -7%
CCC1(C)Cc2ccccc2/C(=C/C(=O)N2CCCCC2)N1 (stereo not given) | -26% | 5% | 1% | 12 | 7 | i | 20% | -40% | -24%
CC1(C)Cc2c(sc3ncn4nnnc4c23)CO1 | 8% | 7% | 8% | 6 | 5 | i | -6% | 4% | -3%
Cn1nnc(C(O)CNCc2cccs2)n1 (stereo not given) | -2% | 0% | x | 7 | 7 | i | -3% | -4% | -2%
CCOc1cc(N2CCOCC2)c(OCC)cc1NC(=O)c1nc2nccc(C)n2n1 | 4% | 21% | 7% | 0 | 11 | i | 11% | 4% | 6%
COc1cc2nc(C3CCC3)n(NC(=O)C(OC(C)=O)c3ccccc3)c(=O)c2cc1OC (stereo not given) | 4% | 12% | 10% | 0 | 16 | i | -2% | 6% | -2%
Cc1cc(C)n(-c2nc(-n3nc(C)cc3C)c3c4c(sc3n2)COC(C)(C)C4)n1 | -9% | 6% | 2% | 11 | 0 | i | -6% | -8% | -3%
O=c1ccc2ccc(OCc3nnc(-c4ccccc4Br)o3)cc2o1 | 6% | 7% | 4% | 0 | 12 | i | 3% | 8% | 3%
CC1(C)Cc2c(C#N)c(OCC(=O)c3ccc(Cl)cc3)nc(-c3ccco3)c2CO1 | 10% | 9% | 3% | 2 | 2 | i | -4% | 4% | 6%
c1cncc(-c2nnc3n2CCC3)c1 | -9% | 2% | -10% | 3 | 15 | i | -12% | -3% | 9%
CC1CCN(C(=O)c2cccc(S(=O)(=O)N3CCCCC3)c2)CC1 | -14% | 6% | 15% | 3 | 5 | i | 2% | -5% | -1%
CC(C)C(c1nnnn1CCc1ccccc1)N1CCN(C(=O)c2ccco2)CC1 (stereo not given) | 1% | 1% | x | 16 | 6 | i | 4% | -11% | 0%
CCCS(=O)(=O)N1CCCC(C(=O)NCCN(C)Cc2ccccc2)C1 (stereo not given) | -2% | 1% | x | 0 | 5 | i | -7% | 1% | -8%
O=C(Nc1cccc(Br)c1)c1cc2ccccc2o1 | -7% | 16% | 6% | 8 | 6 | i | x | -3% | 8%
COc1cccc(N2CCN(c3ncccn3)CC2)c1 | 14% | 2% | 1% | 15 | 13 | i | 5% | 6% | 12%
COc1ccc(-c2noc(-c3ccccc3C(=O)NCc3ccco3)n2)cc1 | -1% | 12% | x | 7 | 15 | i | 3% | -10% | -5% | Spn PMK inh pilot replicates=0.5;MK inhibit pilot replicates=0.5;DPM-DC inhibit pilot screen %=0.5
CCOC(=O)N1CCN(C(=O)N2CCOCC2)CC1 | -14% | 6% | 4% | 6 | 9 | i | -6% | -8% | x
CCCC(=O)c1cc2cc(Cl)ccc2oc1=O | -17% | 3% | 6% | 0 | 0 | i | 6% | -23% | 4%
COc1ccc(CNC(=O)CSc2nc3nc(C)cc(C)n3n2)cc1 | 2% | 17% | 1% | 1 | 10 | i | 4% | 0% | -5%
CCC(C)c1c(O)nc(SCC(=O)N2CCOCC2)[nH]c1=O (stereo not given) | -1% | -1% | x | 29 | 0 | i | 5% | 14% | 2%
Cc1nc(SCC(=O)N2CCC(C(N)=O)CC2)n[nH]1 | 16% | 12% | 7% | 0 | 14 | i | -9% | 6% | -1% | Spn PMK inh pilot replicates=2.5;MK inhibit pilot replicates=0.0;DPM-DC inhibit pilot screen %=1.5
COc1cc(C(=O)N2CCC(NC(=O)C(Cc3ccc(C)cc3)NC(C)=O)CC2)cc(OC)c1OC (stereo not given) | -6% | 4% | 13% | 10 | 1 | i | -4% | -17% | 10% | Spn PMK inh pilot replicates=5.0;MK inhibit pilot replicates=1.0;DPM-DC inhibit pilot screen %=1.5
CCOc1ccccc1NC1c2ccccc2C(=O)N1c1ccc(C)cn1 (stereo not given) | -9% | 12% | 1% | 3 | 22 | i | -4% | -9% | -3%
Cc1[nH]c(=S)[nH]c(=O)c1Cc1ccccc1 | -8% | 4% | 3% | 0 | 13 | i | -6% | -12% | 17%
COC(=O)c1cc(=O)nc2sc(-c3ccc(F)cc3)nn12 | 0% | 5% | 7% | 4 | 19 | i | -3% | -7% | 2%
COc1cccc(Nc2c(F)c(OC)c(F)c(F)c2C(=O)O)c1 | 5% | 5% | x | 0 | 15 | i | 1% | 0% | 23%
CC(C)COC(=O)CCn1[nH]c(=O)c2ccccc2c1=O | -4% | 8% | -1% | 12 | 16 | i | -4% | 10% | -2%
Nn1cc(-c2ccccc2)nc1SCC(=O)NCCN1C(=O)CSC1=O | -9% | 4% | 15% | 1 | 7 | i | -1% | -4% | 1%
O=C(COC(=O)CCC(=O)c1cccs1)Nc1ccc(S(=O)(=O)N2CCOCC2)cc1 | -1% | 8% | 4% | 1 | 11 | i | -2% | 2% | -3%
COc1ccc(Br)cc1-c1noc(-c2ccccc2)n1 | 16% | 18% | 0% | 10 | 5 | i | -1% | 11% | 3% | Spn PMK inh pilot replicates=1.5;MK inhibit pilot replicates=1.5;DPM-DC inhibit pilot screen %=0.0
C=CCNC(=O)c1ccccc1NC(=O)Nc1ccccc1 | x | 11% | 6% | 9 | 4 | i | -2% | x | 12%
CCN(CC)C(=O)c1ccc(C)c(Br)c1 | -3% | 7% | 9% | 4 | 4 | i | -3% | 4% | 5%
O=C1Nc2cc(Cl)ccc2C1(N1CCNCC1)C(F)(F)F (stereo not given) | x | 11% | -2% | 0 | 10 | i | 1% | x | 9%
O=C(CSc1n[nH]c(-c2cccs2)n1)NCc1cccs1 | x | x | 3% | 1 | 19 | i | x | x | 0%
CCCOC(=O)c1ccc(NC(=O)c2ccoc2C)cc1 | 0% | 15% | 9% | 8 | 6 | i | -9% | -1% | 0%
COc1ccc2oc(-c3ccccc3)c(C(N)=O)c2c1 | -8% | 9% | 7% | 4 | 0 | x | -7% | 1% | 5%
CC1(C)Cc2c(c(-c3ccccc3Cl)[nH]c(=O)c2C#N)CO1 | -4% | 11% | 11% | 0 | 7 | i | -8% | -5% | -7%
N=c1oc2c3c4c(cc2cc1C(=O)Nc1ccccc1)CCCN4CCC3 | 10% | 14% | 7% | 2 | 0 | i | 146% | -7% | 33%
Cc1ccc(NC(=O)CS(=O)CC(=O)NC2CCN(Cc3ccccc3)CC2)c(C)c1 (stereo not given) | 2% | 9% | x | 5 | 10 | i | 0% | 6% | 21%
CS(=O)(=O)NC1c2cccc3cccc(c23)C1Sc1nncn1/N=C/c1ccco1 (stereo not given) | 13% | 12% | 11% | 9 | 9 | i | 1% | 6% | -6%
O=C(Cn1cc2c(n1)CCCCC2)Nc1ccc(F)cc1F | -1% | 2% | 19% | 4 | 3 | i | -4% | 8% | 5%
O=C(Nc1ccc(S(=O)(=O)N2CCc3ccccc32)cc1)c1ccc2c(c1)OCO2 | 22% | 17% | 13% | 7 | 10 | i | 4% | 1% | 11% | Spn PMK inh pilot replicates=2.0;MK inhibit pilot replicates=0.0;DPM-DC inhibit pilot screen %=1.0
CCCC(=O)Nc1ccc(S(=O)(=O)Nc2cc(C)nc(C)n2)cc1 | 11% | 6% | 7% | 0 | 7 | i | -1% | -3% | -7%
CCOC(=O)c1[nH]c(C)c(C(=O)NC2CCCC2)c1C | -1% | 6% | 0% | 4 | 0 | i | -1% | -2% | -5%
CCCOc1ccc(-c2nnn(CC(=O)OCC)n2)cc1 | -24% | 9% | 12% | 0 | 5 | i | 0% | -10% | -4%
CC(=O)C1=C(c2ccccc2)NC(=O)NC1c1ccccc1OCC#N (stereo not given) | -18% | 11% | -4% | 7 | 8 | i | -2% | -4% | 3%
